EPAC1 antag: blocks human EPAC1 exchange factor; O95398; Potency, µM (highest dose often 115 µM), for inactives: at the top dose activity change, negative = inhibition, usual class: inhibitors; AID 720709; EPAC1 GEF assay, Rap1b-BODIPY-GDP exchange fluorescence; 360,000 tested, 0.14% active;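 also: potency is read from the fitted curve at half-maximal effect; plate controls were vehicle for no effect and positive control for full effect; nearly all actives have a fitted effect of over 50% in size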
WRN inhibitor: WRN helicase (human) inhibition | WRN helicase unwinding, fluorescent forked duplex, kinetic | Potency, µM (top dose mostly 114 µM), inactives show top-dose activity change, negative = inhibition, most hits filed as inhibitors | 360,000 tested, 0.46% active | AID 651768; also: potency is read from the fitted curve at half-maximal effect; % is scaled to controls: 0 for no effect and ±100 for the full control effect; nearly all actives have a fitted effect of over 55% in size
Target sequence (Q14191 whole entry, looked up): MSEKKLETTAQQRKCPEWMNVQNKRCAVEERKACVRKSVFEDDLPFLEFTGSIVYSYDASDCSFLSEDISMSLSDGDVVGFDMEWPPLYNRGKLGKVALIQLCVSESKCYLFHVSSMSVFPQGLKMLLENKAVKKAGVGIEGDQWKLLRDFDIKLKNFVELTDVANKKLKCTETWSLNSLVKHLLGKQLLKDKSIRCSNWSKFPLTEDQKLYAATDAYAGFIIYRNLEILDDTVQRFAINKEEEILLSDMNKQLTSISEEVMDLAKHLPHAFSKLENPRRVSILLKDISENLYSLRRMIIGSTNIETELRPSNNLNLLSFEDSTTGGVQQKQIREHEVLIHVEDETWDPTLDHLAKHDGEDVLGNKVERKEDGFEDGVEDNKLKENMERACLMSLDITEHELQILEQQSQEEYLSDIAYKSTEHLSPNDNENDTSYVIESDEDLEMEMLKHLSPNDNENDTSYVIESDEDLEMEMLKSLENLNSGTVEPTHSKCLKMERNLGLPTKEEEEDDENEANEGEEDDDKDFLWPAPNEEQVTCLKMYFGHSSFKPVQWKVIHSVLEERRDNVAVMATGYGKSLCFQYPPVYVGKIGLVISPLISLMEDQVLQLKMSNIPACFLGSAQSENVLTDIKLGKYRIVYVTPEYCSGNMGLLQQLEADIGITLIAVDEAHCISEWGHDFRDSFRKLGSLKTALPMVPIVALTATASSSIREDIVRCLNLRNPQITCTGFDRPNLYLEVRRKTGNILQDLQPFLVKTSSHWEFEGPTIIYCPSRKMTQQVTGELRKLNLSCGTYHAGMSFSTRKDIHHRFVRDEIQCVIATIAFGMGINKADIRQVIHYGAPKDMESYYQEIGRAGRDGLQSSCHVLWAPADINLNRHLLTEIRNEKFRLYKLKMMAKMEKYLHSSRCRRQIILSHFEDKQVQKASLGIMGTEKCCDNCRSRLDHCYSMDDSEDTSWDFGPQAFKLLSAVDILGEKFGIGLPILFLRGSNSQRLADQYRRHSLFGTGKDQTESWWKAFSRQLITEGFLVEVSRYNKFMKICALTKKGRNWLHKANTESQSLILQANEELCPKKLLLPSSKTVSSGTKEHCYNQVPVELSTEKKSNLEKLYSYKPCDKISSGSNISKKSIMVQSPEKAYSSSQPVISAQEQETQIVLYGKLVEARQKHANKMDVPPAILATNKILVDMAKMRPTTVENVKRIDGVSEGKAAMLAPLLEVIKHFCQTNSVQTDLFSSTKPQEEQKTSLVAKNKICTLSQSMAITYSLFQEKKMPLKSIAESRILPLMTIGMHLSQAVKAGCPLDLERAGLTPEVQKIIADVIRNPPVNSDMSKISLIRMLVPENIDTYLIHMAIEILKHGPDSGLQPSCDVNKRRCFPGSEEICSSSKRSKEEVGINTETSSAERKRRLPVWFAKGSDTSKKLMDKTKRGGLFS
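Primary qHTS, 1536-well format. 20 nM WRN + compound, 15 min RT; start with 100 nM forked fluorophore/quencher duplex, 2 mM ATP (final); kinetic read ex 525/em 598 nm.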
aSyn rescue: alpha-synuclein toxicity inhibition in yeast. Yeast expressing alpha-synuclein, growth rescue, BacTiter-Glo, 24 h. Potency, µM (highest dose often 46.1 µM), for the others: at the highest dose growth rescue (activation), most hits filed as activators. 370,000 tested, 0.14% active; also: potency is read from the fitted curve at half-maximal effect; % of control where 0% means no effect; nearly all actives have a fitted effect of over 65% in size
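Readout is rescue of growth in alpha-synuclein-expressing yeast, so inhibitors of toxicity appear as activators. Growth after 24 hr at 30 deg C in galactose medium is quantified by luminescence.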
FUS yeast rescue: suppressors of FUS proteinopathy in yeast. S. cerevisiae FUS-expressing, growth rescue, OD600, 24 h. Potency, µM (doses to about 76.6 µM), for inactives: top-dose growth rescue (activation), most hits filed as activators. 390,000 tested, 0.24% active. AID 1347120;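 also: potency is read from the fitted curve at half-maximal effect; plate controls were DMSO vehicle for no effect and reference control for full effect; nearly all actives have a fitted effect of over 55% in size; some results filed as inactive show a strong effect at the top dose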
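Yeast FUS proteinopathy model; galactose-induced FUS (2%), starting OD 0.005. Cpds in dilution series, 24hr, 30C, 99% humidity. Abs 600 nm growth. Pos ctrl CP55940 (top 92uM final); neg ctrl DMSO.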
Abeta yeast res: compounds reversing amyloid beta toxicity in yeast; AID 1347071; yeast expressing A-beta42, growth rescue, OD600, 48 h; response scale: 0% DMSO, 100% iron-clioquinol control; 410,000 tested, 0.063% active; Potency, µM (doses to about 46.1 µM), without a hit: at the highest dose growth rescue, usual class: activators; also: potency is read from the fitted curve at half-maximal effect; nearly all actives have a fitted effect of over 55% in size
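Yeast growth medium received pinned compounds, then yeast cells expressing toxic A-beta were added; plates incubated at 30 C for 48 hr. Growth read as absorbance at 600 nm, normalized to DMSO and equimolar FeCl3 plus clioquinol controls.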
EPAC1 ag: agonists of human EPAC1; EPAC1 agonist qHTS, biochemical assay; response scale: 100% = response to 6.5 mM cAMP; 360,000 tested, 0.073% active; O95398; Potency, µM (doses to about 154 µM), for inactives: top-dose activation, usual class: activators; also: potency is read from the fitted curve at half-maximal effect; nearly all actives have a fitted effect of over 60% in size
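Fluorescent GDP-exchange assay: 100 nM EPAC1 with 250 nM Rap1B preloaded with BODIPY-GDP and 50 uM GDP; compounds tested as concentration series, 5 min at room temperature, then read every 5 min for 30 min (ex 480/em 540 nm); normalized to 6.5 mM cAMP.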
PLK1 PBD block: blocks phosphopeptide binding to human PLK1 polo-box domain. P53350. Plk1 PBD binding of FITC phosphopeptide, fluorescence polarization. Potency, µM, without a hit: max response, negative = inhibition, hits mostly inhibitors. 360,000 tested, 2.8% active. AID 720504; also: potency is read from the fitted curve at half-maximal effect; series mostly up to about 57 µM; % is scaled to controls: 0 for no effect and ±100 for the full control effect; nearly all actives have a fitted effect of over 65% in size
IL2 activator: IL-2 activation | IL-2 activation reporter assay, cell-based qHTS; stimulated with anti-CD3/CD4/CD28 beads; in transgenic mouse T cells | 360,000 tested, 0.065% active | activation, % (series mostly up to about 46 µM); in the data active = activation above about 50%; inconclusive = mostly about 30% to 49%; also: 0% is about no effect
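Unstimulated transgenic mouse T cells, 750 per well, received compound and, after 60 minutes, anti-CD3/anti-CD4 bead plus anti-CD28 stimulation. EGFP and DsRed were quantified after 18 hours.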
PI5P4Ka inh: inhibitors of human PI5P4K alpha; PI5P4Kalpha enzyme, ADP-Glo luminescence, 60 min; hits give low values; max response, %; 330,000 tested, 1.2% active; active = max response of -50% or lower; inconclusive = between -30% and -50%; inactive = -30% or higher; also: value at the top dose of about 77 µM; % is scaled to controls: 0 for no effect and ±100 for the full control effect
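Human PI5P4Kalpha with substrate in 0.038 M HEPES pH 7.4, 0.28 mM EGTA, 0.1% CHAPS, 5% DMSO; reaction started with 5 microM ATP (final), 60 min at room temperature. ADP formed read by ADP-Glo luminescence.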
* hit, by the source's call; ? = inconclusive; . = not tested or not shown; & = joins results of further samples; [ ] = dose if it differs, or a comment. Unless noted, calls follow the shape of the dose curve; as a rule, active = well fitted curve in the direction sought with a large enough effect; inconclusive = small, poorly fitted or top-dose-only effect, or another doubt; inactive = no such curve, though single readings can be large; an effect the other way counts as inactive or inconclusive.

SMILES | EPAC1 antag | WRN inhibitor | aSyn rescue | FUS yeast rescue | Abeta yeast res | EPAC1 ag | PLK1 PBD block | IL2 activator | PI5P4Ka inh
COc1ccccc1NC(=O)CN1CCN(c2ccccc2OC)CC1 | 12% | 6% | 0% | -20% | -11% | -14% | 2% | -3.6 | -3
N/C(=N\OC(=O)Cc1ccc([N+](=O)[O-])cc1)c1cccc(Br)c1 | 2% | -5% | 8% | 6% | 17% | 21% | -15% | -1.5 | 9
COc1ccccc1CNC(=S)NCc1ccc(Cl)cc1 | -1% | -3% | 9% | 20% | ? | 3% | 1% | 0.3 | 3
COc1ccc(OC)c(C(c2nnnn2Cc2ccco2)N2CCN(C)CC2)c1 (stereo not drawn) | 7% | -3% | -12% | -12% | -7% | 1% | -13% | -2.7 | -6
COc1cccc(CNc2ccc3c(c2)ncn3C)c1OC | -13% | -20% | 4% | 4%&3% | -11%&-1% | 8% | -26% | -0.3 | 1
Cc1ccc(S(=O)(=O)N2CC(O)CC2C(=O)OCC(=O)Nc2ccc([N+](=O)[O-])cc2C(F)(F)F)cc1C (stereo not drawn) | -8% | -14% | 7% | 27% | 9% | -7% | -3% | -0.2 | 2
CCOC(=O)c1cc(-c2sc(NC(=O)c3ccccc3)nc2C)n(CCO)n1 | 6% | 2% | 0% | 3% | 6% | -2% | -1% | -2.2 | -7
COc1ccccc1CCNC(=O)CCNS(=O)(=O)c1ccc(NC(C)=O)cc1 | -16% | -4% | -5% | -1% | -9% | -9% | -7% | 0.2 | -9
O=C(N/N=C/c1cn(-c2ccccc2)nc1-c1cc2ccccc2o1)c1cccnc1 | 12% | 7% | -9% | -16% | -10% | 5% | -3% | -1.8 | -13
COc1ccc(N(C(=O)Cc2cccs2)C2C=CS(=O)(=O)C2)cc1 (stereo not drawn) | ? | ? | -13% | 21% | -18% | 2% | -7% | 4.0 | ?
COc1ccc(C(=O)NC(=S)Nc2ccc(NC(=O)c3ccco3)cc2)cc1[N+](=O)[O-] | -5% | -11%[11.6 µM] | 1% | . | 12% | 0% | -14% | -3.0 | -18
O=C(CSc1cccc[n+]1[O-])NCCCc1ccccc1 | 15% | 0% | -8% | 4% | -6% | 11% | -11% | -1.4 | 0
CCCCc1ncc(CN2CCN(Cc3ccc(C)cc3)C(CCO)C2)[nH]1 (stereo not drawn) | -22% | 5% | -4% | -21% | 7% | 8% | -14% | 0.0 | 4
Fc1cccc2sc(Nc3nc4ccccc4s3)nc12 | 0% | -1% | 0% | . | -9% | 3% | -5% | 0.1 | -2
Cc1ccc(CCNC(=O)C2CCN(S(=O)(=O)c3c(C)nn(C)c3C)CC2)cc1 | -7% | -7% | 7% | 1% | 7% | -3% | -6% | -1.0 | -1
O=C(O)c1ccccc1SCC(=O)N1c2ccccc2Sc2ccccc21 | 10% | 10% | 16% | . | -10% | -1% | -15% | 0.2 | -3
O=C(Nc1ccc2c(c1)OCO2)c1cnn2c1NC(c1ccco1)CC2C(F)(F)F (stereo not drawn) | 2% | -6% | . | 1% | 8% | 0% | -10% | -1.8 | 0
Cn1c(=O)c2sccc2n(Cc2cccc(Br)c2)c1=O | -10% | -3% | 11% | 6% | 5% | -2% | -5% | -1.9 | -3
O=C(NCCc1ccco1)C(=O)NCC1OCCCN1S(=O)(=O)c1ccccc1 (stereo not drawn) | 10% | -33% | -3% | 26% | 1% | -3% | -10% | -4.7 | -7
Cc1nn(-c2ccccc2)c(OC(=O)c2cccs2)c1S(=O)(=O)c1ccccc1 | 8% | 0% | 3% | -1% | 0% | 9% | -9% | 0.6 | -14

Record cards (already shown). Order of values: EPAC1 antag, WRN inhibitor, aSyn rescue, FUS yeast rescue, Abeta yeast res, EPAC1 ag, PLK1 PBD block, IL2 activator, PI5P4Ka inh
Listed for O=C(O)c1ccccc1SCC(=O)N1c2ccccc2Sc2ccccc21 = 10%, 10%, 16%, ., -10%, -1%, -15%, 0.2, -3
Listed for CCCCc1ncc(CN2CCN(Cc3ccc(C)cc3)C(CCO)C2)[nH]1 (stereo not drawn) = -22%, 5%, -4%, -21%, 7%, 8%, -14%, 0.0, 4
Listed for Cn1c(=O)c2sccc2n(Cc2cccc(Br)c2)c1=O = -10%, -3%, 11%, 6%, 5%, -2%, -5%, -1.9, -3

Next part
SMILES | EPAC1 antag | WRN inhibitor | aSyn rescue | FUS yeast rescue | Abeta yeast res | EPAC1 ag | PLK1 PBD block | IL2 activator | PI5P4Ka inh
CCn1c(SCC(=O)NCCc2ccc(Cl)cc2)nnc1-c1cccs1 | 6% | -1% | 0% | 44% | 6% | -3% | -7% | -2.7 | -13
Cc1ccc(-c2ocnc2C(=O)N2CCN(C(=O)c3cccs3)CC2)cc1 | -13% | 2% | -1% | -7% | 6% | -3% | 3% | -2.7 | 0
COc1ccc(-n2cnnc2SCC(=O)Nc2nc(C)c(Cl)cc2Cl)cc1 | 11% | 6% | -1% | -17% | 0% | 4% | -10% | 2.1 | -4
CCOC(=O)CNS(=O)(=O)Cc1ccccc1 | 3% | 3% | 3% | -10% | -1% | 3% | -10% | -0.7 | 0
COC(=O)C(Cc1cncn1COCc1ccccc1)NC(=O)OC(C)(C)C (stereo not drawn) | -1% | -2% | ? | 23% | 24% | 5% | 1% | -1.6 | .
COc1ccc(C)cc1NC(=O)C1CCCN(S(=O)(=O)c2ccc(-n3cnnn3)cc2)C1 (stereo not drawn) | 5% | -7% | 4% | 11% | 7% | 4% | -1% | -1.4 | -13
COC(=O)c1sc(NC(=O)c2c(-c3ccccc3)noc2C)nc1C | -3% | -4% | -1% | 17% | 3% | 14% | -13% | -0.5 | 12
Cc1cc(=O)[nH]c(N/N=C/c2ccc(Cl)cc2Cl)n1 | -16% | 4% | -9% | -23% | -17% | 4% | -14% | 0.3 | -4
COCCNCC(O)CON=C1c2ccccc2-c2ccccc21 (stereo not drawn) | -5% | 13% | 9% | -6% | -14% | 10% | -4% | 3.2 | -3
COc1ccc(NC(=O)c2ccc(COCC(F)(F)C(F)F)cc2)cc1 | 6% | -1% | 0% | . | 7% | -13% | 2% | 0.2 | 8
COc1ccc(CN2CCNC(=O)C2CC(=O)N(C)CC2CCOCC2)c(F)c1 (stereo not drawn) | 4% | -6% | 1% | 15% | -8% | -8% | 1% | 2.1 | 4
CNc1cncc(-c2ccccc2CO)n1 | 12% | -1% | 1% | -19% | 11% | 2% | -2% | -0.3 | 3
CCCN1CCN(CC(=O)NCC(=O)Nc2cccc(C)c2C)CC1 | 12% | 0% | 1% | 31% | -3% | -4% | -14% | -2.7 | -2
CCN(CC)CCCN1C(=O)C(=O)/C(=C(/O)c2cc(C)ccc2C)C1c1cccnc1 (stereo not drawn) | -9% | -5% | 3% | 14% | 5% | 3% | -1% | 0.4 | -1
COc1ccccc1NC(=O)NC1(C(=O)N2CCC(C)CC2)CCCCC1 | -1% | 0% | -2% | 29% | -6% | -4% | -5% | 2.8 | 3
O=C(N/N=C/C=C/c1ccccc1)c1cnccn1 | 4% | -6% | 2% | 4% | -1% | 2% | -2% | 0.1 | -3
Cc1ccccc1Cn1nc(C)c(NC(=O)C2c3ccccc3Oc3ccccc32)c1C | -13% | -2% | -10% | 25% | -16% | 10% | -9% | -1.6 | 4
Fc1ccccc1NC(=S)NCc1ccc(Cl)cc1 | ? | -5% | 1% | -4% | ? | 0% | -16% | 0.3 | 10
O=Cc1cn(CC(=O)N2CCOCC2)c2ccccc12 | 11% | -1% | 9% | -22% | -3% | 6% | -7% | -0.9 | .
COc1cc(C)ccc1OCc1cc(C(=O)N(Cc2nccn2C)C(C)C)no1 | 10% | 7% | -1% | 8% | -18% | -6% | -5% | -0.7 | 1
CN(C)S(=O)(=O)c1ccc2c(c1)nc1n2CCC1 | -6% | -6% | 0% | -39% | -4% | -4% | -5% | -0.5 | -3
CC1CCCCC12NC(=O)N(CC(=O)Nc1ccc(N3CCOCC3)cc1)C2=O (stereo not drawn) | 12% | 3% | 0% | 14% | 12% | -7% | -1% | 2.0 | -4
O=C(Nc1cc(Sc2ccccn2)cc([N+](=O)[O-])c1)c1ccc([N+](=O)[O-])cc1 | -30% | 32µM* | 1% | 63% | -52%[inhibitor] | -22% | 1.1µM* | 3.1 | -75*
O=C(O)Cn1cnc2c(=S)nc[nH]c21 | 11% | -2% | 6% | -8% | 3% | -7% | -2% | -0.1 | -20
CCCC(=O)NC(c1ccc(OC)cc1)c1c(O)ccc2ccccc12 (stereo not drawn) | -11% | -11% | -5% | 8% | -18% | 25% | ? | -0.5 | -2
O=[N+]([O-])c1ccc(/C=N/N2CCN(c3ccncc3S(=O)(=O)N3CCCCC3)CC2)cc1 | -12% | -2% | 2% | -4% | 6% | 11% | -4% | 0.9 | 1
O=C(C1=NN(c2ccccc2)C2C(=O)N(c3ccc(Cl)cc3)C(=O)C12)c1ccccc1 (stereo not drawn) | 17% | 13% | 26% | 25% | 11% | 17% | -7% | -0.4 | 0
Cc1cc(=O)[nH]c(Nc2ccc(Cl)cc2)n1 | 11% | 6%[57.1 µM] | -1% | 8% | -7% | -7% | -1% | -1.7 | -7
CC1CCCCC1n1c(=S)[nH]c2ccccc2c1=O (stereo not drawn) | -3% | -13% | -7% | -2% | 0% | 17% | -16% | 0.3 | .
CCOc1ccc(-c2nnc3n2N=C(c2ccc(OC)cc2)CS3)cc1 | 2% | -11% | 1% | -9% | -3% | 5% | -2% | -0.8 | 0
COc1ccc(NC(=O)CCOc2ccc(C)cc2)cc1S(=O)(=O)N1CCCCC1 | -7% | -11% | 7% | 35% | -8% | 0% | 5% | -0.6 | -2
NC(=S)N/N=C/c1ccc(-c2ccc([N+](=O)[O-])cc2)o1 | 3% | -4% | -10% | 34% | -24% | 1% | 24µM* | 0.3 | -56*
CC1=CC(c2ccccc2)=Nc2ccc(C)cc2N1 | -23% | -4% | -19% | -28% | -16% | 5% | -5% | -0.4 | 0

Assay outcomes: PubChem, National Center for Advancing Translational Sciences (NCATS)
